Assay outcomes: PubChem, National Center for Advancing Translational Sciences (NCATS)
GRP78 ERSR act = inducers of ER stress response in human glioma cells; U87-MG GRP78 promoter luciferase reporter, 16 h; Potency, µM, without a hit: at the highest dose activation, most hits filed as activators; 420,000 compounds, 0.02% hits; active = well fitted activation curve with a large enough effect; also: series mostly up to about 76 µM; % of control where 0% means no effect; nearly all actives have a fitted effect of over 35% in size
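ERSR induction read as luciferase luminescence (Bright-Glo, 10 min at room temperature) in stably transfected human U87-MG glioma cells exposed to compounds for 16 h, using GRP78 as sensor.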
Active calls of the source: *; & = joins results of further samples. Potency is read from the fitted curve at half-maximal effect. These rows are one share of the data; count on the stated rates, not on these rows.

GRP78 ERSR act	SMILES
-6%	C/C=C1\C2C=C(C)C[C@@]1(N)c1ccc(=O)[nH]c1C2
-3%	COc1ccc2c(c1)-c1nc(-n3ncc(C(=O)N(C)C(C)c4ccon4)c3C3CC3)ncc1CC2 (configuration not stated)
-4%	CO[C@H]1COC(=O)C/C=C\[C@@H](C)COC(=O)[C@@H](C)NC(=O)C/C=C\[C@@H]1C
-2%	C[n+]1ccc(/C=C/c2ccc3ccccc3c2)cc1
-5%	CC(=O)O[C@@]1(C(C)=O)CCC2C3C=C(Cl)C4=CC(=O)CC[C@]4(C)C3CC[C@]21C (some centres not stated)
-6%	O=C1C=C[C@@H](O)[C@H]2[C@@H]3C(=O)N(C4CCCCC4)C(=O)[C@@H]3CC[C@H]12
-3%	O=C(c1cccc(F)c1)N1CCC2(CC1)CCN(c1ccc(-c3ccccc3)cc1)CC2
-3%	CN(C)CCCCCCN(C)C
-3%	COCCn1c(=O)c(-c2ccc(F)cc2)nc2cnc(Nc3cccc(OC)c3)nc21
0%	c1ccc(-c2n[nH]c3c2oc2ccccc23)cc1
-5%	C[C@@H]1/C=C\CC(=O)OC[C@H](C)C(=O)N[C@@H](C)C(=O)OC1
7%	CC(=O)Nc1ccc(NC(=S)NC(=O)c2ccc(C(C)(C)C)cc2)cc1
-4%	CC(C)n1c(/C=C\[C@@H](O)C[C@@H](O)CC(=O)O)c(-c2ccc(F)cc2)c2ccccc21
-2%	Cc1cccc(CNC(=O)c2cnn(-c3ncc(C)c(-c4ccc(F)cc4)n3)c2C)n1
-10%&-6%	O=S(=O)(NCCNC/C=C/c1ccc(Br)cc1)c1cccc2cnccc12

Looked up above.
GRP78 ERSR act with C[n+]1ccc(/C=C/c2ccc3ccccc3c2)cc1 stands at -2%
GRP78 ERSR act with O=S(=O)(NCCNC/C=C/c1ccc(Br)cc1)c1cccc2cnccc12 stands at -10%&-6%

Additional results:
GRP78 ERSR act	SMILES
-5%	COCCn1c(=O)c(CCc2ccccc2)nc2cnc(N(C)C)nc21
3%&-1%&-9%	Clc1ccc2ncnc(NCc3ccc4c(c3)OCO4)c2c1
-5%	COc1cccc(Cn2c(=O)cnc3cnc(OC)nc32)c1
-5%	C[C@@H]1C[C@H]2[C@H]3C[C@@H](F)C4=CC(=O)C=C[C@]4(C)[C@@]3(Cl)[C@@H](O)C[C@@]2(C)[C@@H]1C(=O)COC(=O)C(C)(C)C
-2%	O=c1c(-c2ccccc2)nc2cnc(N3CCNCC3)nc2n1Cc1ccc(F)cc1
-2%	O=P(O)(O)C(Sc1ccc(Cl)cc1)P(=O)(O)O
-4%	O=C(O)c1ccc2c(c1)OCO2
-4%	COc1ccc(-c2nc3cnc(N(C)C)nc3n(CCc3ccccc3)c2=O)cc1
-4%	COC(=O)[C@@H]1[C@@H]2C[C@H]3c4[nH]c5cc(OC)ccc5c4CCN3C[C@@H]2C[C@H](OC(=O)/C=C\c2cc(OC)c(OC)c(OC)c2)[C@H]1OC
-2%	CO/N=C(/C(=O)N[C@@H]1C(=O)N2C(C(=O)O)=C(CSc3cnns3)CS[C@H]12)c1csc(N)n1
-2%	N#Cc1cccc(-c2nc(Nc3ccccc3)c3ccccc3n2)c1
-4%	NC[C@@H]1O[C@H](O[C@H]2[C@H](O)[C@@H](O[C@H]3[C@H](O)[C@H](N)C[C@H](N)[C@H]3O[C@@H]3O[C@H](CO)[C@@H](O)[C@H](O)[C@@H]3N)O[C@H]2CO)[C@@H](N)[C@H](O)[C@@H]1O
-5%	Cc1cc2oc(=O)cc(-c3ccccc3)c2c(C)c1-c1cccc(N)c1
-1%	O=C(O)C=Cc1ccc(Cn2ccnc2)cc1
-4%	COc1ccc(-n2c(=O)c(-c3cn(C)c4ccccc34)nc3cnc(N4CCOCC4)nc32)cc1
-3%	COc1cccc(Nc2ncc3ncc(=O)n(Cc4ccc(F)cc4)c3n2)c1
-5%	CCc1ccc(S(=O)(=O)NCc2nc(N3CCCC3)c3cccc(C)c3n2)cc1
-4%	CN1CCCC2(CCN(C(=O)c3cc(C(F)(F)F)cc(C(F)(F)F)c3)CC2)C1
-1%	COc1cc(OC)cc(C(=O)NCC2Cc3cccc(-c4nc(C)cnc4C)c3O2)c1 (configuration not stated)
2%	COc1ccc2c(c1)-c1nc(-n3ncc(C(=O)N(C)CCO)c3C3CC3)ncc1CC2
-4%	CC1(C)C(O)CC[C@]2(C)C1CC[C@@]1(C)C2C(=O)C=C2[C@@H]3C[C@@](C)(C(=O)O)CC[C@@]3(C)CCC21C (some centres not stated)
-2%	FC(F)(F)c1ccccc1-c1cncnc1NCc1cccs1
-3%	COc1cccc(-c2nccc(-n3ccnc3)n2)c1
-3%	COc1cccc(Cn2c(=O)c(-c3cccs3)nc3cnc(Nc4ccccc4)nc32)c1
-5%	CCC(=O)N[C@@H]1c2ccccc2C2(CCN(Cc3ccccn3)CC2)[C@H]1OC
0%	CCC1CN(CCNC(=O)c2cccnc2C)Cc2cc(OC)ccc2O1 (configuration not stated)
-4%	Cc1cccc(CNc2cc(-c3c(C)noc3C)ncn2)c1
-9%	CC(=O)Nc1c(N)[nH]c(=O)n(C)c1=O
-3%	COc1ncc2nc(-c3ccccc3)c(=O)n(CCc3ccccc3)c2n1
4%&-5%	Cc1c(C2CCN(CCc3ccccc3)CC2)noc1-c1ccc(Cl)cc1

Compounds from the list above that contain a CF3 group:
GRP78 ERSR act	SMILES
-4%	CN1CCCC2(CCN(C(=O)c3cc(C(F)(F)F)cc(C(F)(F)F)c3)CC2)C1
-2%	FC(F)(F)c1ccccc1-c1cncnc1NCc1cccs1

Other compounds follow:
GRP78 ERSR act	SMILES
-2%	COc1cc2c(cc1OC)C1C(=O)c3ccc4c(c3OC1CO2)C=CC(C)(C)O4 (configuration not stated)
-5%	CN1C[C@H](C(=O)N[C@]2(C)O[C@]3(O)[C@H]4CCCN4C(=O)[C@H](Cc4ccccc4)N3C2=O)C[C@H]2c3cccc4[nH]cc(c34)C[C@@H]21
-3%	COC(=O)NC(/C(C(=O)OC)=C(\C)NCc1ccccc1)c1ccc(F)cc1 (configuration not stated)
0%	CS(=O)(=O)N1CCC2(CC1)CN(Cc1cc(C(F)(F)F)cc(C(F)(F)F)c1)C2
-4%	COc1ccc2c3c1O[C@H]1C[C@H](O)C=C[C@@]31CCN(C)C2
-2%	COc1ccccc1CNc1ncnc2ccc(-c3ccc4c(c3)OCO4)cc12
-5%	COC(=O)NC(c1cccc(C)c1)[C@]1(C(C)=O)CCCC1=O (some centres not stated)
-3%&-8%&-3%	C=CC[C@@H]1/C=C(\C)C[C@H](C)C[C@H](OC)[C@H]2O[C@@](O)(C(=O)C(=O)N3CCCC[C@H]3C(=O)O[C@H](/C(C)=C/[C@@H]3CC[C@@H](O)[C@H](OC)C3)[C@H](C)[C@@H](O)CC1=O)[C@H](C)C[C@@H]2OC
-2%	CCC1CN(Cc2cn[nH]c2-c2ccc(F)cc2)Cc2cc(OC)ccc2O1 (configuration not stated)
-3%	CN1CCCCCC1C(=O)NCC1Cc2cc(-c3cnccn3)ccc2O1 (configuration not stated)
3%	Oc1cc(-c2nc3ccccc3s2)cc2c1OCCN(Cc1cccn1-c1nccs1)C2
-3%&-5%	CC(C)=CCC/C(C)=C/CC/C(C)=C/CC/C(C)=C/CO
6%	COc1cccc(-c2nc(NC3CCNCC3)c3ccccc3n2)c1
-6%	NCCCCCCCCCCNCCCN
-5%	C[C@H](NC(=O)CNC(=O)[C@@H](NC(=O)[C@H](Cc1ccccc1)NC(=O)CNC(=O)CNC(=O)[C@@H](N)Cc1ccccc1)[C@@H](C)O)C(=O)N[C@@H](CCCN=C(N)N)C(=O)N[C@@H](CCCCN)C(=O)N[C@@H](CO)C(=O)N[C@@H](C)C(=O)N[C@@H](CCCN=C(N)N)C(=O)N[C@@H](CCCCN)C(N)=O

Laid out differently: 4 of the compounds above
Compound | GRP78 ERSR act
C[n+]1ccc(/C=C/c2ccc3ccccc3c2)cc1 | -2%
COc1ccc2c(c1)-c1nc(-n3ncc(C(=O)N(C)C(C)c4ccon4)c3C3CC3)ncc1CC2 (configuration not stated) | -3%
COc1cc(OC)cc(C(=O)NCC2Cc3cccc(-c4nc(C)cnc4C)c3O2)c1 (configuration not stated) | -1%
COCCn1c(=O)c(-c2ccc(F)cc2)nc2cnc(Nc3cccc(OC)c3)nc21 | -3%

Remaining list, next part.
GRP78 ERSR act	SMILES
-5%	COc1ccc(C(=O)N2CCC[C@@]3(CCN(c4cccc(-c5ccccc5)c4)C3)C2)cc1
-4%&-7%	Fc1ccc(C(c2ccc(F)cc2)N2CCN(C/C=C\c3ccccc3)CC2)cc1
2%	COCC(=O)N1CCC2(CC1)CN(C(=O)Nc1cccc(F)c1)C2
1%	CCC1CN(CCNC(=O)c2ccc(N3CCOCC3)cc2)Cc2cc(OC)ccc2O1 (configuration not stated)
-4%	O=C(c1cnccn1)N1CCC2(CC1)CCN(c1cccc(-c3ccccc3)c1)CC2
-5%	Cc1ccc(S(=O)(=O)N2CCC(=O)N([C@H](COCc3cccc(C)c3)Cc3ccccc3)CC2)cc1
-4%	O=c1c(-c2ccccc2)nc2cnc(Oc3cccc(Cl)c3)nc2n1C1CC1
-4%	C[C@@H]1CN(Cc2ccc3c(c2)CN(Cc2cccc4cccnc24)CCO3)C[C@H](C)O1
-4%	CC(=O)OC[C@H]1O[C@@H](O/N=C(\C)CCN2CCCCc3nc(C)c(C)cc32)[C@H](OC(C)=O)[C@@H](OC(C)=O)[C@H]1OC(C)=O
2%	CC(C)NC(=O)N1CC2(CCN(C(=O)c3cc(C(F)(F)F)cc(C(F)(F)F)c3)CC2)C1
-5%	Cn1c(=O)c(-c2ccc(F)c(F)c2)nc2cncnc21
-5%	COC(=O)C/C=C\[C@@H](C)[C@@H](/C=N\O[C@@H](C)c1cc(-c2c(C)cc(C)cc2C)no1)OC
-5%	COc1ccc(CN2C[C@H](Sc3nc4ccccc4[nH]3)C[C@H]2C(=O)N(C)C)c2ccccc12
-3%	CCc1cc(C(=O)NCC2Cc3cc(C)cc(-c4cc(C(C)=O)ccc4F)c3O2)n(C)n1 (configuration not stated)
-4%	CC1c2ccccc2CN1CC1=NCCN1 (configuration not stated)
-3%	CC1(C)CC23C(=O)CCC(O)C2(C)CCC13 (configuration not stated)
-1%	COc1ccc(C(=O)N2CCC3(CCCN(c4ncccn4)C3)CC2)cc1
-4%	N#CCCn1c(=O)cnc2cnc(OCc3ccccc3)nc21
-1%	COc1ccc(Oc2ncc3nc(-c4ccc(F)cc4)c(=O)n(C4CC4)c3n2)cc1
0%	COC(=O)NC(/C(C(=O)OC)=C(\C)NCc1ccccc1)c1ccc2ccccc2c1 (configuration not stated)
-2%	COC(=O)c1ccccc1-c1cc(C)cc2c1OC(CNC(=O)C1CCOC1)C2 (configuration not stated)
1%	CN1CCN(c2ncc3ncc(=O)n(C4CC4)c3n2)CC1
-1%	C=CCSC[C@@H]1Nc2cc(Cl)c(S(N)(=O)=O)cc2S(=O)(=O)N1
-3%	COc1ccc(CCNC[C@H](O)COc2cccc(C)c2)cc1OC
3%	COc1ccc(CNC(=O)c2cnn(-c3nccc(-c4ccco4)n3)c2C)cc1OC
-2%	CC(C)CN1CC[C@@]2(CCCN(C(=O)c3cccc(F)c3)C2)C1
0%	Cc1cnc(CNc2cc(-c3ccoc3)ncn2)cn1
-3%	COCCn1c(=O)c(CCc2ccccc2)nc2cnc(Oc3ccc(OC)cc3)nc21
-4%	C[C@@H](CN(C)C)CN1c2ccccc2CCc2ccccc21
-1%	O=c1c(-c2ccccc2)nc2cnc(Oc3ccccc3)nc2n1C[C@H]1CCCO1

An excerpt of the results above, as a working copy:
GRP78 ERSR act	SMILES
-3%	CC1(C)CC23C(=O)CCC(O)C2(C)CCC13 (configuration not stated)
-1%	COc1ccc(C(=O)N2CCC3(CCCN(c4ncccn4)C3)CC2)cc1
-4%	N#CCCn1c(=O)cnc2cnc(OCc3ccccc3)nc21
-1%	COc1ccc(Oc2ncc3nc(-c4ccc(F)cc4)c(=O)n(C4CC4)c3n2)cc1

Further records follow:
GRP78 ERSR act	SMILES
-3%	COc1ccc(-n2c(=O)c(-c3ccc(Cl)cc3)nc3cnc(N4CCOCC4)nc32)cc1
0%	O=C(NCC1CCC2(CCN(Cc3cccc(-c4ccco4)c3)CC2)O1)c1ccccc1 (configuration not stated)
-3%	CCn1c(-c2ccccc2F)nc2cc(NC(C)=O)cc(C(=O)NCc3ncc(C)[nH]3)c21
-3%	CN(C)c1ncc2ncc(=O)n(Cc3ccc(F)cc3)c2n1
-4%	CN(C)c1ncc2nc(-c3cc(F)cc(F)c3)c(=O)n(C[C@H]3CCCO3)c2n1
-4%	COC(=O)N1CCC2(CCN(Cc3cc(C(F)(F)F)cc(C(F)(F)F)c3)CC2)CC1
6%	COCC(=O)Nc1cc(C(=O)N2CC3(C)CC2CC(C)(C)C3)c2c(c1)nc(-c1ccncc1)n2C (configuration not stated)
-2%	OC1(c2cccnc2)CCN(Cc2ccc3c(c2)CN(Cc2ccc(F)c(F)c2)CCO3)CC1
-2%	C[C@@]12CCC(=O)C=C1CC[C@H]1[C@H]3CC[C@](O)(C(=O)CO)[C@]3(C)CC(=O)[C@@H]12
-1%	COc1cccc(OC)c1-c1cc(C(=O)NC2(C(=O)O)C3CC4CC(C3)CC2C4)nn1-c1ccc(C(=O)N(C)CCCN(C)C)cc1C(C)C (configuration not stated)
-4%	Cc1nc(CC(=O)N2CCC(n3c(C4CCC4)nc4cccnc43)CC2)cs1
-8%	CCC(=O)c1ccc2c(c1)N(CCCN1CCN(CCO)CC1)c1ccccc1S2
0%	Cc1cc(C)cc(C(=O)NCCn2cc(C(=O)N3CCSCC3)nn2)c1
5%	O=C1CCCC=C1[C@H](O)CCCCBr
-6%	CCn1c(-c2ccccc2F)nc2cc(C(=O)NCc3ccc(C)o3)cc(NC(C)=O)c21
-6%	CC(NC(=O)c1ccco1)c1nnc2n1CCN(Cc1cccc(Cl)c1)CC2 (configuration not stated)
4%	Cc1oc(-c2ccccc2NC(=O)c2ccsc2)nc1CN(C)Cc1ccc2c(c1)CCCN2C
-6%	O=C1C2=CC[C@H]3C(=O)N(c4cccc(Oc5ccccc5)c4)C(=O)[C@@H]3[C@@H]2[C@H](O)[C@@H]2O[C@H]12
